N370S GC mod: qHTS Assay for Inhibitors and Activators of N370S glucocerebrosidase as a Potential Chaperone Treatment of Gaucher Disease; N370S GC spleen homogenate, 4MU-glucoside fluorescence; 330,000 tested, 0.092% active; Lysosomal acid glucosylceramidase (Homo sapiens), P04062; AID 2101, 2009; Potency, µM (series often up to 59.4 µM), inactives show at the top dose activity change, negative = inhibition, most hits filed as inhibitors;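 further: 0% = full enzyme activity and -100% = no enzyme basal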
FEN1 inhibitor: qHTS Assay for the Inhibitors of Human Flap endonuclease 1 (FEN1); 390,000 tested, 0.35% active; Recombinant FEN1 flap cleavage, fluorescence, 15 min; Potency, µM (doses to about 114 µM), for inactives: at the highest dose activity change, negative = inhibition, most hits filed as inhibitors; P39748; further: nearly all actives have a fitted effect of over 65% in size
Target sequence (P39748 whole entry, looked up): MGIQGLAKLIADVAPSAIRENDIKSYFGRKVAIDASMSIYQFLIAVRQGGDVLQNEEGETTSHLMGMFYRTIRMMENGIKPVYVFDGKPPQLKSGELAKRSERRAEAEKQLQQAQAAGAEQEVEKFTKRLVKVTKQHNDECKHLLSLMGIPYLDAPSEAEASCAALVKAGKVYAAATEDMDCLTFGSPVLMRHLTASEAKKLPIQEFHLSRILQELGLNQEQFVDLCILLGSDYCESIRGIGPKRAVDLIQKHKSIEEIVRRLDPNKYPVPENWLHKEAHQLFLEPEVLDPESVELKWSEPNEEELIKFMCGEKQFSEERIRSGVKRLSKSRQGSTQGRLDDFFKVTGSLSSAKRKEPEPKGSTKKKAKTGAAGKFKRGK
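Concentration–response screening of FEN1 (10 nM): 15 min compound preincubation at room temperature, reaction started with 50 nM substrate and read at 0 and 15 min. Corrected, normalized data were fitted by a four-parameter Hill equation.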
TDP1 cell CPT: qHTS for Inhibitors of human tyrosyl-DNA phosphodiesterase 1 (TDP1): qHTS in cells in presence of CPT | Potency, µM (top dose mostly 46.2 µM), for inactives: top-dose activity change, negative = growth inhibition, usual class: inhibitors | chicken DT40 Tdp1-/-;hTDP1 cells + 20 nM CPT, ATP luminescence, 48 h | 420,000 tested, 12% active | AID 686979, 2013; further: nearly all actives have a fitted effect of over 55% in size
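Cell growth measured by CellTiter-Glo luminescence after a minimum 48 h, 37 C compound exposure with 20 nM CPT in Tdp1-knockout DT40 cells stably expressing hTDP1, seeded 400/well; qHTS titration format.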
Numbers without * were called inactive; [ ] = remark or other dose. The call rests on the fitted dose curve; in most records, active means well fitted curve in the direction sought with a large enough effect; inconclusive means small, poorly fitted or top-dose-only effect, or another doubt; inactive means no such curve, though single readings can be large; an effect the other way counts as inactive or inconclusive. Unless noted, on the % scale 0 is the no-effect control and ±100 the full control effect; potency means the concentration at half of the fitted maximal effect. The list is partial (hit frequency here may not be typical).

Sample of the layout (seven entries):
What do the screens show for `CN1C(=O)C2(C(C#N)=C(N)N(c3ccc(Cl)cc3)C3=C2C(=O)CC(C)(C)C3)c2ccccc21` (stereo unspecified)?
N370S GC mod: -15%; FEN1 inhibitor: -3%; TDP1 cell CPT: -16%

Results for CCCc1nn(CCc2ccccn2)c(N)c1CC ?
N370S GC mod: -1%; FEN1 inhibitor: -15%; TDP1 cell CPT: -3%

What do the screens show for `CC1(C)CC(=O)C2=C(C1)N(c1ccccc1)C(N)=C(C#N)C2c1ccccc1` (stereo unspecified)?
N370S GC mod: 12%; FEN1 inhibitor: -14%; TDP1 cell CPT: -13%

How did Cc1c(NC(=O)c2ccc(N3CCCC3)c([N+](=O)[O-])c2)cccc1-c1nc2ccccc2s1 do in these assays?
N370S GC mod: 0%; FEN1 inhibitor: -7%; TDP1 cell CPT: -21%

How did CCCCn1c(SCc2ccccn2)nc2c1c(=O)n(C)c(=O)n2C do in these assays?
N370S GC mod: 4%; FEN1 inhibitor: -21%; TDP1 cell CPT: inconclusive

Results for Cc1ccccc1NC(=S)N(CCCN1CCC(C)CC1)Cc1ccco1 ?
N370S GC mod: -3%; FEN1 inhibitor: 3%; TDP1 cell CPT: 2%

What do the screens show for `COc1ccc(C2=C(C)C(N3CCC(C(=O)Nc4ccccc4F)CC3)=NS2(=O)=O)cc1`?
FEN1 inhibitor: -18%; TDP1 cell CPT: inconclusive

The list itself, previewed entries included:
What do the screens show for `CN1C(=O)C2(C(C#N)=C(N)N(c3ccc(Cl)cc3)C3=C2C(=O)CC(C)(C)C3)c2ccccc21` (stereo unspecified)?
N370S GC mod: -15%; FEN1 inhibitor: -3%; TDP1 cell CPT: -16%

Results for CCCc1nn(CCc2ccccn2)c(N)c1CC ?
N370S GC mod: -1%; FEN1 inhibitor: -15%; TDP1 cell CPT: -3%

What do the screens show for `CC1(C)CC(=O)C2=C(C1)N(c1ccccc1)C(N)=C(C#N)C2c1ccccc1` (stereo unspecified)?
N370S GC mod: 12%; FEN1 inhibitor: -14%; TDP1 cell CPT: -13%

How did Cc1c(NC(=O)c2ccc(N3CCCC3)c([N+](=O)[O-])c2)cccc1-c1nc2ccccc2s1 do in these assays?
N370S GC mod: 0%; FEN1 inhibitor: -7%; TDP1 cell CPT: -21%

How did CCCCn1c(SCc2ccccn2)nc2c1c(=O)n(C)c(=O)n2C do in these assays?
N370S GC mod: 4%; FEN1 inhibitor: -21%; TDP1 cell CPT: inconclusive

Results for Cc1ccccc1NC(=S)N(CCCN1CCC(C)CC1)Cc1ccco1 ?
N370S GC mod: -3%; FEN1 inhibitor: 3%; TDP1 cell CPT: 2%

What do the screens show for `COc1ccc(C2=C(C)C(N3CCC(C(=O)Nc4ccccc4F)CC3)=NS2(=O)=O)cc1`?
FEN1 inhibitor: -18%; TDP1 cell CPT: inconclusive

Results for CN1/C(=C\C(=O)c2cccs2)C(C)(C)c2ccccc21 ?
N370S GC mod: 9%; FEN1 inhibitor: -6%; TDP1 cell CPT: -11%

How did Cc1nc2c(c(C)c1C#N)C(=O)c1ccccc1-2 do in these assays?
N370S GC mod: -20%; FEN1 inhibitor: -17%; TDP1 cell CPT: -25%

Results for CCOc1ccccc1NC(=O)CSc1c(C)n[nH]c1C ?
N370S GC mod: -12%; FEN1 inhibitor: -11%; TDP1 cell CPT: 8%

How did Cc1ccccc1NC(=O)c1c(NC(=O)c2ccccc2F)sc2c1CCC(C)C2 (stereo unspecified) do in these assays?
FEN1 inhibitor: -4%; TDP1 cell CPT: 6%

Results for COCCNc1c(-c2ccc(OC)cc2)nc2ccc(Cl)cn12 ?
N370S GC mod: -24%; FEN1 inhibitor: -7%; TDP1 cell CPT: inconclusive

Results for O=C(NCc1ccccn1)NC1CCCCC1 ?
N370S GC mod: 4%; FEN1 inhibitor: -1%; TDP1 cell CPT: 5%

Results for Clc1ccc(CNc2cnccn2)cc1 ?
N370S GC mod: 5%; FEN1 inhibitor: -5%; TDP1 cell CPT: -8%

What do the screens show for `Cc1cc2c(c(=O)n1CCN(C)C)C(c1ccc(Cl)cc1)C(C#N)=C(N)O2` (stereo unspecified)?
N370S GC mod: -1%; FEN1 inhibitor: -4%; TDP1 cell CPT: -5%

How did COc1ccc(-c2[nH]nc3oc(=O)cc(C)c23)cc1 do in these assays?
N370S GC mod: 6%; FEN1 inhibitor: -2%; TDP1 cell CPT: 0%

How did Cc1ccsc1/C=C(\C#N)C(=O)Nc1c(C)n(C)n(-c2ccccc2)c1=O do in these assays?
N370S GC mod: 9%; FEN1 inhibitor: 3%; TDP1 cell CPT: -1%

What do the screens show for `Cn1c(=O)c2c(n(Cc3ccccc3)c1=O)NC(=O)C2CC(=O)N1CCc2ccccc2C1` (stereo unspecified)?
N370S GC mod: -1%; FEN1 inhibitor: -1%; TDP1 cell CPT: -18%

How did CCOC(=O)NCc1ccc2c(c1)OCO2 do in these assays?
N370S GC mod: 2%[2.35 µM]; FEN1 inhibitor: 9%; TDP1 cell CPT: 4%

Results for N/C(=N\OC(=O)COc1ccccc1)c1ccccn1 ?
N370S GC mod: 21%; FEN1 inhibitor: -13%; TDP1 cell CPT: 2%

Results for FC(F)(F)c1nnc(-c2ccccc2)nc1Oc1ccccc1 ?
N370S GC mod: 3%; FEN1 inhibitor: 6%; TDP1 cell CPT: -12%

How did O=C(NNS(=O)(=O)c1ccc(Cl)cc1)C1CCN(Cc2ccccc2)CC1 do in these assays?
N370S GC mod: 7%; FEN1 inhibitor: 1%; TDP1 cell CPT: -15%

What do the screens show for `COc1ccc(O)c(CN2CCCC(C(=O)Nc3cccc(-n4cccn4)c3)C2)c1` (stereo unspecified)?
N370S GC mod: -6%; FEN1 inhibitor: 6%; TDP1 cell CPT: inconclusive

Results for O=C(Oc1cccc(NC(=O)c2ccco2)c1)c1cccc(S(=O)(=O)N2CCCC2)c1 ?
N370S GC mod: -23%; FEN1 inhibitor: -12%; TDP1 cell CPT: -22%

How did Cc1cccc(C(=O)OCC(=O)c2c(C)[nH]c3ccccc23)c1O do in these assays?
FEN1 inhibitor: 5%; TDP1 cell CPT: inconclusive

What do the screens show for `Oc1cccc(CN2CCOCC2)c1O`?
FEN1 inhibitor: inconclusive; TDP1 cell CPT: 26µM*

How did S=C(NCCCN1CCOCC1)N1CCN(c2nc(-c3ccc(Cl)cc3)cs2)CC1 do in these assays?
N370S GC mod: 3%; FEN1 inhibitor: -24%; TDP1 cell CPT: 7.3µM*

How did COc1ccc(C(=O)N2c3ccc(F)cc3CCC2C)cc1OC (stereo unspecified) do in these assays?
N370S GC mod: -3%; FEN1 inhibitor: -14%; TDP1 cell CPT: inconclusive

How did CCC1CCCN1Cn1cnc2c([nH]c3ccc(OC)cc32)c1=O (stereo unspecified) do in these assays?
N370S GC mod: -5%; FEN1 inhibitor: -18%; TDP1 cell CPT: 10%

How did Cc1ccc(CN2C(=O)N/C(=C\c3ccc(N4CCOCC4)cc3)C2=O)cc1 do in these assays?
N370S GC mod: -5%; FEN1 inhibitor: -3%; TDP1 cell CPT: -28%

What do the screens show for `CN(C)C1(CNC(=O)C2CCN(S(=O)(=O)c3cccc(C(F)(F)F)c3)CC2)CCCCC1`?
N370S GC mod: -21%; FEN1 inhibitor: -1%; TDP1 cell CPT: -4%

Results for O=C(O)C1CCCN1C(=O)Nc1ccccc1 (stereo unspecified) ?
N370S GC mod: 5%; FEN1 inhibitor: -4%; TDP1 cell CPT: -14%

What do the screens show for `O=C(N/N=C/c1ccc(N2CCOCC2)s1)c1ccccc1Cl`?
N370S GC mod: -16%; FEN1 inhibitor: -6%; TDP1 cell CPT: inconclusive

What do the screens show for `Cc1ccc(C)c(Cn2c(C(C)NC(=O)c3ccccc3)nc3ccccc32)c1` (stereo unspecified)?
FEN1 inhibitor: -6%; TDP1 cell CPT: inconclusive

Results for COc1ccc(CC(C)CC(=O)Nc2ccc(OC)cc2)cc1 (stereo unspecified) ?
N370S GC mod: -2%; FEN1 inhibitor: -5%; TDP1 cell CPT: 1%

Results for Cc1cccc(OCCC(=O)Nc2ccc(C)c(S(=O)(=O)N3CCCCC3)c2)c1 ?
N370S GC mod: 9%; FEN1 inhibitor: 5%; TDP1 cell CPT: inconclusive

How did CCOc1ccc(NC(=O)CN(C)C(=O)c2ccccc2Cc2ccccc2)cc1OCC do in these assays?
FEN1 inhibitor: -16%; TDP1 cell CPT: 15µM*

How did O=C(Nc1ccccc1Cl)c1cc[n+](Cc2ccc([N+](=O)[O-])cc2)cc1 do in these assays?
N370S GC mod: 2%; FEN1 inhibitor: 15%; TDP1 cell CPT: -13%

What do the screens show for `Cn1c(-c2ccc(-c3ccccc3)cc2)c[nH]c1=S`?
N370S GC mod: -16%; FEN1 inhibitor: 3%; TDP1 cell CPT: 8.2µM*

Results for Cc1c(NC(=O)c2cc(-c3ccco3)on2)c(=O)n(-c2ccccc2)n1C ?
N370S GC mod: -26%; FEN1 inhibitor: -10%; TDP1 cell CPT: -13%

How did Cc1nnn(C23CC4CC(CC(CC(=O)Nc5cccc(F)c5)(C4)C2)C3)n1 do in these assays?
N370S GC mod: 5%; FEN1 inhibitor: -6%; TDP1 cell CPT: 14%

Results for CCC(CC)COC(=O)C(C#N)c1nc2ccccc2nc1N1CCOCC1 (stereo unspecified) ?
N370S GC mod: inconclusive; FEN1 inhibitor: -21%; TDP1 cell CPT: inconclusive

Results for Cc1cc(NC(=O)C(C)SCC(=O)Nc2ccc(Br)cc2Br)no1 (stereo unspecified) ?
N370S GC mod: -8%; FEN1 inhibitor: -5%; TDP1 cell CPT: inconclusive

How did COc1cccc(CCNC(=O)c2ccc(C#N)cc2)c1 do in these assays?
N370S GC mod: -4%; FEN1 inhibitor: 9%; TDP1 cell CPT: -16%

How did Cc1ccc2nc(N(CCN(C)C)C(=O)/C=C/c3cccs3)sc2c1 do in these assays?
N370S GC mod: -15%; FEN1 inhibitor: -1%; TDP1 cell CPT: inconclusive

Results for COCCSc1nnc(NC(=O)C2CC(=O)N(c3ccc(C)cc3)C2)s1 (stereo unspecified) ?
N370S GC mod: 8%; FEN1 inhibitor: -15%; TDP1 cell CPT: 0%

How did COc1ccccc1CNC(=O)[C@H](C)NC(=O)C1CCN(C(=O)[C@@H](N)CC(C)C)CC1 do in these assays?
N370S GC mod: -1%; FEN1 inhibitor: 23%; TDP1 cell CPT: -15%

What do the screens show for `C[C@H](CO)N1C[C@H](C)[C@@H](CN(C)C(=O)Nc2ccccc2)Oc2c(NC(=O)Cc3ccccc3)cccc2C1=O`?
FEN1 inhibitor: 0%; TDP1 cell CPT: -25%

Results for O=C(/C=C/c1ccccc1Cl)NC1CCCCC1 ?
N370S GC mod: -11%; FEN1 inhibitor: 20%; TDP1 cell CPT: 1%

Results for CCOCCCNC(=O)c1ccc(N2CCCC2)c(NS(=O)(=O)c2ccc(C)cc2)c1 ?
N370S GC mod: 25%; FEN1 inhibitor: -9%; TDP1 cell CPT: inconclusive

How did COc1ccc(CNC(=O)C(c2ccncc2)N(C(=O)Cc2cccs2)c2ccccc2)cc1 (stereo unspecified) do in these assays?
N370S GC mod: 7%; FEN1 inhibitor: 0%; TDP1 cell CPT: inconclusive

Results for N#Cc1c(Nc2ccc(F)cc2)sc(C(=O)c2ccccc2)c1N ?
N370S GC mod: -4%; FEN1 inhibitor: 11%; TDP1 cell CPT: -23%

What do the screens show for `CCOC(=O)c1ccc(NC(=O)Nc2ccccn2)cc1`?
N370S GC mod: inconclusive; FEN1 inhibitor: 2%; TDP1 cell CPT: 1%

Results for CCC(CC)c1nnc(NC(=O)c2ccco2)s1 ?
N370S GC mod: 9%; FEN1 inhibitor: 13%; TDP1 cell CPT: -6%

Results for Cc1cccc(N2CCN(C(=O)C3CCN(S(=O)(=O)Cc4ccccc4)CC3)CC2)c1C ?
FEN1 inhibitor: 1%; TDP1 cell CPT: 7.3µM*

How did COc1ccccc1/C=N/NC(=O)CNC(=O)c1ccc(S(=O)(=O)N(C)C)cc1 do in these assays?
N370S GC mod: 11%; FEN1 inhibitor: -19%; TDP1 cell CPT: 11%

How did Cc1noc(C)c1C(=O)OC(C)C(=O)Nc1ccc(S(=O)(=O)NC(C)C)cc1 (stereo unspecified) do in these assays?
N370S GC mod: 0%; FEN1 inhibitor: -1%; TDP1 cell CPT: -24%

How did Cc1cc(Cl)ccc1C(=O)C1CCCN(C(=O)CCn2cncn2)C1 (stereo unspecified) do in these assays?
N370S GC mod: -3%; FEN1 inhibitor: -11%; TDP1 cell CPT: inconclusive

Results for Cn1cnc2c1c(=O)n(Cc1cccc(Cl)c1)c(=O)n2C ?
N370S GC mod: -11%; FEN1 inhibitor: -1%; TDP1 cell CPT: 11%

What do the screens show for `O=C(CN1C(=O)c2ccccc2C1=O)Nc1ccc2c(c1)OCO2`?
N370S GC mod: 4%; FEN1 inhibitor: 5%; TDP1 cell CPT: -18%

How did Cc1cccn2c(=O)c3cc(C(=O)NCCc4ccc(S(N)(=O)=O)cc4)n(C)c3nc12 do in these assays?
FEN1 inhibitor: -2%; TDP1 cell CPT: inconclusive

Source: PubChem BioAssay
